GPR7 antag: human neuropeptides B/W receptor 1 antagonism; GPR7-expressing cells, fluorescence antagonist assay; inhibition, % at 4.4 µM; hit rate 1.1% among 290,000; in the data active means inhibition above about 16%, passing the limit was not always enough;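 further: cells stimulated with the agonist NPW; 0% = agonist with vehicle and 100% = vehicle without agonist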
PHOSPHO1 block: blocks human PHOSPHO1 phosphatase activity; Q8TCT1; recombinant PHOSPHO1, absorbance phosphatase assay; inhibition, % at 13.3 µM; hit rate 1.1% among 290,000; AID 1565; in the data active means inhibition above about 60%
NALP1 yeast inh: inhibitors of NALP1 inflammasome in yeast; S. cerevisiae NALP1/ASC/caspase-1 growth, X-gal OD620, 72 h; inhibition, % at 10 µM; hit rate 0.61% among 280,000; AID 2071; in the data active means inhibition mostly above about 24%, no sharp cut-off; inactive means mostly below about 32%; further: some compounds called inactive have numbers as strong as hits
IMP-1 inh: inhibitors of Pseudomonas aeruginosa IMP-1 metallo-beta-lactamase | purified IMP-1, nitrocefin hydrolysis, epi-absorbance fluorescence | inhibition, % at 5.6 µM | hit rate 0.45% among 290,000 | AID 1556;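 active means inhibition above the mean plus 3 SD of all compounds in the same screening run, cut at about 4.5% in these data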;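 further: 0% = IMP-1 with DMSO and 100% = DMSO wells lacking enzyme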
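assay system = purified recombinant IMP-1 metallo-beta-lactamase enzyme | schedule = 15 min preincubation plus 25 min reaction at 25 °C | signal = Epi-absorbance fluorescence, 480 nm excitation, 530 nm emission | read-out basis = percent inhibition from optical density relative to buffer-blank wells | controls = IMP-1 with DMSO as 0%, enzyme-free DMSO as 100%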
IDE act: boosts human insulin-degrading enzyme activity in HEK cells; P14735; hit rate 0.073% among 340,000; FAbeta-B cleavage, fluorescence polarization; 0% vehicle, 100% cell-free pure enzyme wells; activation, % at 5.96 µM; AID 493087;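 active means activation above the mean of all tested compounds plus 3 SD, set per screening campaign, cut at about 17% in these data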
IDE inh: inhibits human insulin-degrading enzyme in HEK cells; inhibition, % at 5.59 µM; AID 434962; P14735; hit rate 0.41% among 320,000; FAbetaB cleavage, fluorescence polarization;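 active means percent inhibition above the average of all tested compounds plus 3 SD, set per screening campaign, cut at about 16% in these data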;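 further: IDE supplied by intact live HEK cells; FP after avidin binding of uncleaved biotin substrate so inhibition keeps polarization high; 0% = DMSO wells and 100% = 60 µM reference IDE inhibitor Ii1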
p-CIP stab down: p/CIP protein destabilization; F442A p/CIP-EGFP cells, EGFP fluorescence, 16 h; decrease of EGFP signal, % at 10 µM; hit rate 0.01% among 290,000; Q05BA5; AID 1984;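 active means EGFP signal decrease of at least 30% at 10 µM or well 3 SD below plate mean, unless failing retest; inactive means the rest, including hits failing retest or dose response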; further: some compounds called inactive have numbers as strong as hits; many of its hits are not listed in these tables
M18AAP inhibitor: PfM18AAP enzyme inhibition. recombinant PfM18AAP, H-Glu-NHMec fluorogenic cleavage. inhibition, % at 7.35 µM. hit rate 1.2% among 290,000;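 active means inhibition above the campaign mean inhibition over all tested compounds plus 3 SD, cut at about 28% in these data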;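 further: 0% = plate median of test compound wells and 100% = 2 mM ZnCl2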
VIM-2 inh: inhibitors of Pseudomonas aeruginosa VIM-2 metallo-beta-lactamase; inhibition, % at 5.6 µM; purified VIM-2, nitrocefin hydrolysis, epi-absorbance fluorescence; hit rate 0.89% among 290,000;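 active means inhibition above the mean of all tested compounds plus 3 SD, cutoff set per screening run, cut at about 7.5% in these data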;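 further: red hydrolysis product quenches plate fluorescence so inhibitors raise well fluorescence; 0% = enzyme with DMSO and 100% = DMSO without enzyme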
Active calls of the source: *; x = no result given.

GPR7 antag	PHOSPHO1 block	NALP1 yeast inh	IMP-1 inh	IDE act	IDE inh	p-CIP stab down	M18AAP inhibitor	VIM-2 inh	SMILES
-15	19	14	-1.9	7	-1	-1	6	-2.8	COCCNC(=O)C1CCN(Cc2cccc(OCc3ccccc3)c2)CC1
-5	-16	15	-4.1	0	3	2	3	4.2	c1ccc2c(c1)oc1c(NCCCN3CCOCC3)ncnc12
1	33	10	-0.3	5	-5	3	-3	0.9	Cc1ccc(-n2ncc3c2CC(C)(C)CC3NC(=O)c2cc[n+]([O-])cc2)cc1 (stereo not drawn)
-4	48	30	-3.1	1	x	-2	6	-2.3	COC(=O)Cn1cnc(=O)c(C#N)c1/C=C/N(C)C
-11	8	4	-2.3	-7	2	-9	-2	1.4	CCOC(=O)c1c(NC(=S)N2CCN(C)CC2)sc2c1CCN(C(=O)OCC)C2
-13	24	-5	-3.6	2	-2	-7	1	-1.1	O=C(O)/C=C/C(=O)Nc1ccc(OC(F)F)cc1
-10	5	0	-3.7	-4	2	9	3	-2.7	O=C(N/N=C/c1cn(-c2ccccc2)nc1-c1cccnc1)c1cccnc1
-10	21	-16	-2.4	0	-3	-1	8	-4.0	CCOc1ccc(NC(=S)Nc2ccccc2C2(C)CC2)cc1
-4	28	21	-0.3	10	-3	-10	-2	-2.9	CS(=O)(=O)NCCOc1ccc(S(=O)(=O)NCCOc2ccccc2)cc1
-13	33	19	-2.0	0	-1	5	-3	-1.5	O=C(Nc1ccc(C(=O)N2CCOCC2)cc1)c1cccs1
-10	15	1	-1.0	3	-9	-7	-4	-1.9	COc1cc(NC(=O)CCc2nnc3ccc(N4CCC(C)CC4)nn23)cc(OC)c1
-7	x	x	-5.0	6	0	x	-4	-1.7	CCOC(=O)C1CCN(C(c2cc3cc(C)cc(C)c3[nH]c2=O)c2nnnn2C2CCCCC2)CC1 (stereo not drawn)
-16	1	15	-0.5	-3	2	5	-9	1.5	Cc1ccc(C)c(C(=O)OCC(=O)Nc2cccc(S(=O)(=O)NC3=NCCCCC3)c2)c1
-8	-13	24	-1.1	4	-3	-5	-9	-1.9	CCCc1nnc(SCc2ccc(OC)cc2)n1N
0	-10	28	9.9*	-37	43*	-95	27	-0.5	CCC(CO)[n+]1c(C)cc(/C=C2\Sc3ccccc3N2Cc2ccccc2)cc1C (stereo not drawn)
-7	-5	28	-2.2	2	5	0	-6	-1.4	O=C(CSc1nnc(Nc2ccccc2)s1)Nc1cccnc1Cl
-7	24	x	-1.7	5	-3	5	0	-1.4	C[C@H](NC(N)=O)C(=O)Nc1ccc2c(c1)OCO2
5	15	3	-3.3	-8	-2	-1	-9	0.3	O=C(C1CCCN(S(=O)(=O)c2cccc3cccnc23)C1)N1CCN(c2ccc(F)cc2)CC1 (stereo not drawn)
17	43	18	-1.3	4	-2	-30	-2	-0.3	Cc1ccc(NC(=O)CSc2ccc(-c3cccnc3)nn2)cc1
-21	67*	-12	-1.8	2	0	-11	-1	-2.6	c1ccc(-c2nc3nonc3nc2-c2ccccc2)cc1

2 of the compounds above, field by field.
Compound: COCCNC(=O)C1CCN(Cc2cccc(OCc3ccccc3)c2)CC1
- GPR7 antag: -15
- PHOSPHO1 block: 19
- NALP1 yeast inh: 14
- IMP-1 inh: -1.9
- IDE act: 7
- IDE inh: -1
- p-CIP stab down: -1
- M18AAP inhibitor: 6
- VIM-2 inh: -2.8

Compound: c1ccc2c(c1)oc1c(NCCCN3CCOCC3)ncnc12
- GPR7 antag: -5
- PHOSPHO1 block: -16
- NALP1 yeast inh: 15
- IMP-1 inh: -4.1
- IDE act: 0
- IDE inh: 3
- p-CIP stab down: 2
- M18AAP inhibitor: 3
- VIM-2 inh: 4.2

The listing continues.
GPR7 antag	PHOSPHO1 block	NALP1 yeast inh	IMP-1 inh	IDE act	IDE inh	p-CIP stab down	M18AAP inhibitor	VIM-2 inh	SMILES
-5	15	x	-5.3	3	6	5	-7	-1.5	COc1ccc(Cl)cc1N1CC(C(=O)Nc2nccs2)CC1=O (stereo not drawn)
-10	13	x	-3.4	1	-1	-3	-3	-1.1	O=C(c1cc2c(s1)-c1ccccc1S(=O)(=O)C2)N1CCCC1
7	6	12	-2.2	-4	1	-2	3	0.1	Cc1nc(C)c(-c2ccc(SCc3cccc(F)c3)nn2)s1
3	7	16	1.9	-1	0	-18	-1	-1.0	CCOc1ccc(/C=C/C(=O)C(C(N)=O)=C2SCCS2)cc1
-3	19	26	-0.8	9	3	-5	1	-3.4	Cc1ccc(N(CC(=O)NCc2ccccc2)C(=O)c2csnn2)c(C)c1
-24	-13	14	-2.3	2	2	-4	8	-1.9	Cc1cc(N(C)C)c(C#N)c(=O)[nH]1
-8	-32	-19	-1.4	6	-1	4	2	-2.7	O=C(Cc1ccc([N+](=O)[O-])cc1)Nc1ccc2c(c1)OCO2
-2	-12	27	-1.6	5	-1	-5	2	-0.6	CC1(C)Cc2c(c(-c3ccccc3)[nH]c(=O)c2C#N)CS1
-11	13	x	-2.2	2	-3	-9	-11	-1.2	Cc1csc(NC(=O)c2ccco2)c1C(=O)c1ccccc1
-11	40	4	-1.2	-3	4	-2	2	-3.5	CCOC(=O)N1CCN(S(=O)(=O)c2ccc(C)c([N+](=O)[O-])c2)CC1
-4	9	-6	-2.1	7	-2	0	-3	-2.1	CCNc1nc(SCCOc2ccc(C)cc2)nc(N(C)C)n1
-16	38	18	-0.8	4	-7	-8	5	-1.4	CC1=Nc2cc(C(=O)N3CCCCC3)ccc2Sc2ccc(C)cc21
-3	-27	4	-4.6	1	-2	3	3	-3.6	C/C=C(\CS(=O)(=O)c1ccccc1)S(=O)(=O)c1ccccc1
-10	21	-8	-2.8	-1	-3	7	4	-0.7	CCc1nc2ccccc2c(C(=O)Oc2cccc3cccnc23)c1C
1	3	-19	-1.9	3	6	8	-4	-0.3	Cc1cc(-n2cnc(-c3cn(C)nc3C)n2)no1
-3	44	15	-2.0	-7	5	-18	3	8.6*	c1cc(Nc2cccc3nccnc23)c2nccnc2c1
14	41	5	-0.9	1	x	1	1	1.0	CCOCCCNC(=S)NCCCNc1nc2c(C)c(C)ccc2cc1C#N
0	28	8	-1.4	-4	1	-13	-3	-5.6	CCN(CC)NC(=S)Nc1ccccc1
-5	16	5	-3.8	7	7	-12	-4	-2.9	O=C(CCc1ccc(S(=O)(=O)N2CCOCC2)cc1)N1CCCC1
-21	23	4	-2.1	3	8	2	7	1.0	CCc1ccc(N/C(=N/c2nc(C)cc(C)n2)NC(C)=O)cc1

14 compounds from above, arranged by length of the SMILES, ascending:
GPR7 antag	PHOSPHO1 block	NALP1 yeast inh	IMP-1 inh	IDE act	IDE inh	p-CIP stab down	M18AAP inhibitor	VIM-2 inh	SMILES
0	28	8	-1.4	-4	1	-13	-3	-5.6	CCN(CC)NC(=S)Nc1ccccc1
-24	-13	14	-2.3	2	2	-4	8	-1.9	Cc1cc(N(C)C)c(C#N)c(=O)[nH]1
1	3	-19	-1.9	3	6	8	-4	-0.3	Cc1cc(-n2cnc(-c3cn(C)nc3C)n2)no1
-4	9	-6	-2.1	7	-2	0	-3	-2.1	CCNc1nc(SCCOc2ccc(C)cc2)nc(N(C)C)n1
-11	13	x	-2.2	2	-3	-9	-11	-1.2	Cc1csc(NC(=O)c2ccco2)c1C(=O)c1ccccc1
-5	15	x	-5.3	3	6	5	-7	-1.5	COc1ccc(Cl)cc1N1CC(C(=O)Nc2nccs2)CC1=O (stereo not drawn)
-10	21	-8	-2.8	-1	-3	7	4	-0.7	CCc1nc2ccccc2c(C(=O)Oc2cccc3cccnc23)c1C
3	7	16	1.9	-1	0	-18	-1	-1.0	CCOc1ccc(/C=C/C(=O)C(C(N)=O)=C2SCCS2)cc1
-16	38	18	-0.8	4	-7	-8	5	-1.4	CC1=Nc2cc(C(=O)N3CCCCC3)ccc2Sc2ccc(C)cc21
-10	13	x	-3.4	1	-1	-3	-3	-1.1	O=C(c1cc2c(s1)-c1ccccc1S(=O)(=O)C2)N1CCCC1
-3	-27	4	-4.6	1	-2	3	3	-3.6	C/C=C(\CS(=O)(=O)c1ccccc1)S(=O)(=O)c1ccccc1
-8	-32	-19	-1.4	6	-1	4	2	-2.7	O=C(Cc1ccc([N+](=O)[O-])cc1)Nc1ccc2c(c1)OCO2
-3	19	26	-0.8	9	3	-5	1	-3.4	Cc1ccc(N(CC(=O)NCc2ccccc2)C(=O)c2csnn2)c(C)c1
-11	40	4	-1.2	-3	4	-2	2	-3.5	CCOC(=O)N1CCN(S(=O)(=O)c2ccc(C)c([N+](=O)[O-])c2)CC1

Next records follow:
GPR7 antag	PHOSPHO1 block	NALP1 yeast inh	IMP-1 inh	IDE act	IDE inh	p-CIP stab down	M18AAP inhibitor	VIM-2 inh	SMILES
5	22	8	-2.2	5	3	3	2	-2.4	Cc1c(CC(=O)NCCCO)c(=O)oc2cc3c(cc12)CCC(C)(C)O3
16	38	15	1.8	4	-1	10	4	2.0	COc1ccc(C(=O)/C=C/c2cccc(OCc3ccccc3)c2)cc1CSCC(=O)O
3	26	14	-0.2	x	5	2	-12	-0.2	CC(C)c1ccccc1NC(=O)c1ccc(CN(c2ccccc2)S(=O)(=O)c2ccccc2)cc1
-7	8	10	-5.5	3	3	-14	1	-2.2	O=C(Nc1ncccn1)c1ccc(Cl)c([N+](=O)[O-])c1
-13	42	9	-0.8	5	6	-22	9	-2.4	Cc1ccc(S(=O)(=O)CCC(=O)Nc2ccc(Br)cc2)cc1
-7	47	8	-3.3	0	2	-4	2	-1.3	COc1ccc(C(=O)C2CCCN(C(=O)CCc3ccccn3)C2)c(C)c1 (stereo not drawn)
4	12	4	-1.4	2	-3	7	20	0.2	COc1ccccc1/C=C1\SC(=O)N(CC(=O)NCCCn2ccnc2)C1=O
5	-22	-4	1.8	-3	0	1	9	1.2	O=C(NC(=S)Nc1cccnc1Cl)c1ccc(F)cc1
-10	33	14	-3.0	7	-2	-10	-8	-4.2	O=C(NNC1=C(C(=O)C(F)(F)F)CCC1)c1cccnc1
0	-7	7	-2.2	3	-2	-3	6	5.7	O=C(CCC(=O)OCC(F)(F)C(F)F)Nc1ccc(F)cc1F

Bioassay records: PubChem BioAssay, several laboratories
